Screening data as filed in PubChem.
Cneo AK release = Cryptococcus neoformans cell lysis inducers, primary screen, AK release luminescence, single concentration | C. neoformans lysis, adenylate kinase release luminescence, 4 h; normalised: neutral wells 0, clomiphene wells 100 | lysis activity, % at 15 µM | actives 0.2% (n = 360,000) | AID 651654, 2012;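 active means mean lysis activity across replicates of at least 80%, whatever share of replicates individually reach that level; inactive means mean lysis activity below 80%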
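read-out = cell lysis signal | test system = log-phase Cryptococcus neoformans yeast cells | input = cells at 5 × 10^6 per mL | medium = fresh YPD growth medium | signal = luminescent adenylate kinase detection reagent | timing = 4 h at 37 °C static, read 1 h later | dosing = single dose | controls = Clomiphene as positive lysis control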
PGC1a acetyl inh = inhibitors of PGC1a acetylation signal, primary screen, cell-based, U2OS, AlphaScreen, inhibitor mode; AlphaScreen anti-acetyl-lysine; with virally co-expressed GCN5 acetyltransferase; inhibition, % at 15.6 µM; actives 0.17% (n = 350,000); AID 651687, 2012;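 active means every replicate shows inhibition of at least 40%; inconclusive means mean inhibition at least 40% but some replicate below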;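 further: 0% = neutral control wells and 100% = positive control wells; some results beyond the cut were filed as inactive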
FN deposit inh = inhibitors of fibronectin matrix deposition, primary screen, AH1F cells, Alexa488-fibronectin fluorescence, plate reader | AH1F fibroblasts, overnight | inhibition, % at 12.6 µM | actives 0.086% (n = 350,000);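 active means mean inhibition across replicates of 30% or more, regardless of how many single replicates reach that level; inconclusive means mean under 30% yet at least half of replicates reach 30%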;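 further: positive control wells lacked labelled fibronectin entirely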
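material = AH1F fibroblast monolayer depositing Alexa488-labelled fibronectin into matrix | amount = 10000 AH1F cells/well | buffer or medium = DMEM plus 2% serum, read in PBS | incubation = 1 h cell adhesion before compound, then overnight fibronectin incubation | detection = fluorescence at 485 nm excitation, 525 nm emission | evaluation = percent inhibition as loss of matrix-bound fibronectin fluorescence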
F508del corr = F508del CFTR correction, initial screen, CFBE line, single point; AID 720511, 2013; activity (quench increase), % at 7.58 µM; CFBE cells, YFP halide quenching; stimulated with forskolin plus potentiator P3; % fluorescence drop versus neutral controls; actives 0.36% (n = 350,000);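 active means mean added fluorescence quench of at least 8% versus neutral control, with both replicates also reaching 8%; inconclusive means only one of the mean or replicate conditions met; inactive means mean below 8% and not both replicates reaching 8%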;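 further: cells transiently co-express mutant CFTR-F508del with the halide-sensitive YFP; corrector assay measuring rescue of mutant channel to the surface after 24 h compound exposure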
PglD DTNB = C. jejuni PglD acetyltransferase inhibitors, primary screen, biochemical, DTNB colorimetric, single point; purified PglD enzyme, DTNB colorimetric CoA detection; inhibition, % at 12.5 µM; actives 0.098% (n = 360,000); UDP-N-acetylbacillosamine N-acetyltransferase PglD (Campylobacter jejuni); AID 602405, 2012; in the data active means inhibition above about 16%, passing the limit was not always enough; inconclusive means no clear call, values can overlap the other calls; further: strong numbers were not always called active
GSIS activator = GLuc luminescence reporter in INS-1E cells, primary screen for activators of glucose-dependent secretion of insulin | AID 743287, 2014 | INS-1E GLuc reporter insulin secretion, 2-3 h | activation, % at 16.6 µM | actives 0.61% (n = 370,000);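 active means lowest replicate activation of at least 40%, so every replicate reaches that level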;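 further: 0% = median of neutral control wells and 100% = median of IBMX positive control wells; some compounds called inactive have numbers as strong as hits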
C2C12 statin = suppressors of statin myotoxicity in C2C12 myotubes, primary screen, cell-based, single point, plate reader; C2C12 myotubes + simvastatin, ATP luminescence, 48 h; scaled: DMSO 0, geranylgeraniol control 100; rescue of ATP level, % at 7.49 µM; actives 0.78% (n = 330,000); AID 602340, 2012;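 active means mean ATP rescue above about 67%, or every replicate alone reaching that limit, limit read from the data, passing the limit was not always enough; inconclusive means no clear call, values can overlap the other calls; inactive means mean under the limit and some replicate under it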;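 further: myotubes were challenged with 10 µM simvastatin during compound exposure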
miR-122 sensor = miR-122 Renilla sensor signal increase in Huh7, primary screen, miR-122 inhibitor project, cell-based, single point, plate reader; Huh7 miR-122 Renilla luciferase sensor, 48 h; neutral wells = 0, positive control = 100; actives 0.3% (n = 340,000); activation (reporter increase), % at 12.5 µM;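 active means mean replicate activation score at least 90 and every replicate individually at or above 90; inconclusive means only one of the two criteria met; inactive means neither criterion met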;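 further: higher luciferase means less miR-122 activity so hits act as miR-122 inhibitors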
Numbers without * were called inactive; ? = inconclusive; . = no result given; & = joins results of further samples; [ ] = remark or other dose.

SMILES | Cneo AK release | PGC1a acetyl inh | FN deposit inh | F508del corr | PglD DTNB | GSIS activator | C2C12 statin | miR-122 sensor
COc1ccc(C2CC(=O)C3=C(C2)NC(C)=C(C(=O)Nc2ccccc2C)C3c2coc3ccc(C)cc3c2=O)cc1OC (stereo unspecified) | -2 | -20 | -4 | . | 1 | -51 | 4 | -27
COc1ccc(NC(=O)Nc2ccc3c(c2)[C@H]2C[C@H](CC(=O)NCC4CC4)O[C@H](CO)[C@H]2O3)cc1 | -7 | -8 | -10 | -1.6 | -1 | 11 | -11 | 4[16.7 µM]
Cc1cc(C(=O)CCC(=O)N2CCN(c3ccccc3)CC2)c(C)s1 | 0 | -2 | 2 | -0.1 | 0 | -16 | 25 | -4
Cc1ccc(S(=O)(=O)CCC(=O)NCCN2C(=O)S/C(=C\c3ccccc3)C2=O)cc1 | -1 | -1 | -1 | . | 2 | -12 | 2 | -7
C[C@H](CO)N1C[C@H](C)[C@@H](CN(C)C(=O)Nc2ccc3c(c2)OCO3)OCc2cn(nn2)CCCC1=O | -2 | 19&-5 | -2&-3 | -0.9&2.8&0.9 | 1 | -4&-1 | -11&3 | 1&1[16.7 µM]
CC(Oc1ccc(Br)cc1)C(=O)Nc1ccc(S(=O)(=O)Nc2nccs2)cc1 (stereo unspecified) | -14 | . | . | 0.6 | -1 | 12 | . | .
CCCCOCCCNC(=O)N[C@H](C(=O)O)C(C)CC (stereo partly specified) | 0 | 0 | 0 | -2.1 | 7 | 7 | 4 | 1
CO[C@H]1CN(C)C(=O)c2cc(NC(=O)c3nc4ccccc4s3)ccc2OC[C@H](C)N(Cc2cncnc2)C[C@@H]1C | -4 | -1 | 14 | 2.1 | -2 | 0 | -8 | .
O=C(NCc1cccnc1)c1ccc(NS(=O)(=O)c2ccccc2)cc1 | 4 | . | . | 0.1 | -6 | -4 | -4 | -3
O=C(CN1CCCC1)Nc1ccc(OC(F)(F)F)cc1 | 2 | -8 | -16 | -1.2 | -3 | 0 | 3 | 1
NC1=NC(=Nc2ccc(S(=O)(=O)N3CCOCC3)cc2)c2ccccc21 | 3 | 4 | -4 | -1.3 | 0 | 9 | -15 | 17
C[C@@H]1CN([C@H](C)CO)C(=O)c2cccc(NC(=O)c3cnccn3)c2O[C@H]1CN(C)Cc1ccc(-c2ccccc2)cc1 | 1 | 11 | . | 0.1 | -5 | -37 | 19 | -9[16.7 µM]
COCCNS(=O)(=O)c1cccc2cccnc12 | -4 | -5 | 3 | 2.4 | -4 | -6 | 0 | 1
COc1ccccc1-c1cn(CC[C@H]2CC[C@H](NC(=O)C3CCCC3)[C@H](CO)O2)nn1 | . | -3 | 15 | -5.1 | . | 20 | . | .
COc1ccc(CNC(=O)Cc2cn(C)c3ccccc23)c(OC)c1 | 4 | -6 | -2 | 0.9 | -4 | -4 | 1 | 1
Cc1sc2ncnc(NCC(c3ccco3)N3CCCC3)c2c1C (stereo unspecified) | 2 | 3 | . | . | -3 | . | 3 | -2
COCCOC(=O)C1=C(C)Nc2nc(C)nn2C1c1ccccc1 (stereo unspecified) | 7 | . | 4 | . | 3 | . | . | -4
O=C(CCN1CCCCC1)NCC[C@H]1CC[C@H](NC(=O)Cc2cccnc2)[C@H](CO)O1 | -5 | 5 | -4 | 2.2 | 4 | -3 | 10 | 1[16.7 µM]
O=C(c1ccccc1)N1N=C(c2ccccc2)CC1c1ccccc1 (stereo unspecified) | -1 | 4 | 3 | 0.7 | 1 | 6 | 4 | -4
O=S(=O)(Nc1ccc2cn[nH]c2c1)c1ccc(C(F)(F)F)cc1 | -1 | -3 | 2 | -0.5 | -2 | -5 | 1 | -3
C[C@H]1CN([C@@H](C)CO)S(=O)(=O)c2ccc(C#Cc3ccccc3)cc2O[C@H]1CN(C)C(=O)Cc1ccccn1 | -1 | 2 | 3 | 7.0 | -3 | -9 | 64 | 4[16.7 µM]
CC(=O)N1CCc2cc(S(=O)(=O)N3CCOCC3)ccc21 | 0 | -4 | 12 | . | 0 | . | 9 | 5
COc1ccc(Cl)cc1N(CC(=O)N1CCCCC1)S(C)(=O)=O | . | -5 | 6 | -1.1 | . | 15 | . | .
CCCCC(=O)Nc1ccc(NC(=O)c2cc(OC)c(OC)c(OC)c2)cn1 | 1 | -8 | 1 | . | 1 | . | 82* | -1
N#C/C(=N\O)c1nc(-c2ccccc2)cs1 | -2&-2 | -2 | 7 | . | 6&6 | . | -2&-3 | 15&-11
CCC(C)NC(=O)CC(NS(=O)(=O)c1ccc(NC(C)=O)cc1)C(C)C (stereo unspecified) | 0 | 1 | -8 | 1.4 | -5 | 5 | 0 | 0
CC(C)CN(C(=O)COC(=O)c1nc(Cl)ccc1Cl)c1c(N)n(Cc2ccccc2)c(=O)[nH]c1=O | 2 | . | 4 | -1.3 | -3 | 8 | 15 | 2
Cc1ccc(S(=O)(=O)N2c3ccc(S(N)(=O)=O)cc3CC2C)cc1 (stereo unspecified) | -1 | . | 6 | 4.3 | 4 | -8 | -1 | 26
O=C(Cc1cccc2ccccc12)NNC(=O)Nc1cccc(Cl)c1 | 6 | . | -9 | . | 4 | . | 2 | 13
COc1ccc([C@H]2CN(c3ccc(OC)cc3)C(=O)[C@@H]2CC(=O)Nc2ccccc2)cc1 | -4 | -2 | 1 | -5.2 | -1 | -42 | -3 | 17
Cc1cc(NC(=O)CN2C(=O)/C(=C/c3cccc(Br)c3)SC2=S)no1 | . | -12 | -4 | -0.5 | . | 1 | . | 1
CCCCC(c1nnnn1CC1CCCO1)N1CCN(Cc2ccccc2)CC1 (stereo unspecified) | -4 | 0 | 6 | . | 1 | . | 7 | 27
CC(C)CN(C(=O)COC(=O)CCc1c[nH]c2ccccc12)C1CCS(=O)(=O)C1 (stereo unspecified) | 1 | 7 | -5 | . | -5 | . | 0 | -14
COc1ccc(CCNC(=O)CSc2ccsc2[N+](=O)[O-])cc1OC | -1 | . | -13 | -7.1 | -4 | 14 | 4 | -4
Cc1ccc(C(OC(=O)c2ccco2)C(=O)NCc2cccs2)cc1 (stereo unspecified) | -2 | -1 | -1 | . | -3 | . | 0 | -6
O=C(c1ccc(NS(=O)(=O)c2ccc3c(c2)OCCO3)cc1)N1CCCCC1 | -1 | 1 | -11 | -2.4 | 0 | 2 | -7 | ?
CCNC(=O)C[C@H]1CC[C@H]2[C@@H](COc3ccc(NC(=O)Nc4ccccc4F)cc3C(=O)N2C)O1 | 0 | -2 | 6 | 0.4 | -2 | 1 | 4 | 0[16.7 µM]
C[C@@H]1CN([C@@H](C)CO)C(=O)Cc2cc(NS(=O)(=O)c3ccc(Cl)cc3)ccc2O[C@H]1CN(C)S(=O)(=O)c1cccs1 | 2 | 3 | . | -1.1 | 2 | -8 | -6 | 1[16.7 µM]
Cc1ccccc1S(=O)(=O)N1C[C@H]2[C@@H](c3ccccc31)[C@H](CO)N2C(=O)CC1CC1 | -3 | -9 | . | 3.9 | -1 | 10 | -20 | 42[16.7 µM]
CCOC(=O)c1c(NC(=O)C2CCCO2)sc(C)c1C (stereo unspecified) | 1 | 0 | . | 1.9 | -2 | 20 | -1 | -5
Cc1ccc(C(=O)CSc2nccn2-c2ccccc2)cc1 | -4 | -9 | . | . | -9 | . | 24 | 3
COc1cc2nc(CN3C(=O)c4ccccc4C3=O)oc(=O)c2cc1OC | 0 | -5 | . | . | 6 | -9 | -4 | -1
Cc1ccc(S(=O)(=O)/N=C(\CN2CCCCC2)N2CCOCC2)cc1 | 0 | -2 | . | -1.1 | -1 | 13 | 11 | 3
C[C@@H]1CN([C@@H](C)CO)C(=O)Cc2cc(NC(=O)C3CC3)ccc2O[C@H]1CN(C)S(C)(=O)=O | 0 | . | . | -1.8 | 6 | 9 | 3 | 1[16.7 µM]
CCN(CCNC(=O)c1ccc(C#N)cc1)c1cccc(C)c1 | 2 | 6 | . | . | -5 | . | -24 | -2
CCc1ccc(-n2nnnc2SCC(=O)Nc2ccc(NC(C)=O)cc2)cc1 | 0 | 3 | 4 | -1.5 | 6 | -5 | -24 | -2
CCc1nc2ccc(C(=O)NCCCn3ccnc3)cn2c1N(C)Cc1ccc(OC)cc1 | 1 | . | . | -0.3 | -2 | 18 | -13 | 4
O=C(CSc1ncccn1)Nc1ccc2c(c1)OCO2 | 0 | 4 | . | 0.8 | -5 | 7 | 5 | -6
S=c1[nH]nc(-c2cccnc2)n1-c1ccc2c(c1)OCCO2 | -1 | . | 19 | -0.2 | 0 | 7 | . | .
O=C(CC1CCCCC1)N1CCCC(c2nc(-c3ccc(S(=O)(=O)N4CCCC4)cc3)no2)C1 (stereo unspecified) | 1 | -13 | . | 3.6 | -3 | -14 | -22 | -6
N#CCCN(C(=O)CSc1nnc(-c2ccncc2)n1C1CC1)c1ccccc1 | 0 | 4 | 0 | 1.6 | 2 | 2 | -1 | -5
O=C(C[C@H]1CC[C@H]2[C@@H](COC[C@H](O)CN2Cc2cc(F)ccc2F)O1)NCc1ccc(F)cc1 | 3 | -2 | -8 | -0.4 | 2 | -20 | 16 | 2[16.7 µM]
CCc1cccc(NS(=O)(=O)c2ccc3c(c2)oc(=O)n3C)c1 | 1 | . | -4 | . | 4 | . | . | 51
CCc1noc(C)c1C(=O)NNC(=O)COc1cc(C)ccc1C | 1 | 3 | 4 | 1.3 | 5 | -3 | -1 | 10
O=C(OCC(=O)N1CCOCC1)c1ccc(O)cc1 | -3 | 8 | 0 | 0.2 | 0 | 0 | 2 | -5
C[C@@H]1CN([C@@H](C)CO)C(=O)Cc2cc(NC(=O)C3CCCCC3)ccc2O[C@@H]1CN(C)Cc1ccc(Cl)c(Cl)c1 | 1 | -52 | -4 | 4.9 | 2 | -21 | 23 | -18[16.7 µM]
CSc1nc(C)cc(SCCO)n1 | 0 | 14 | -7 | . | 1 | . | 2 | 3
CCCNC(=O)c1ccc(N2CCC3(CC2)CC(c2cccc(Br)c2)=NO3)c(NC(=O)c2ccco2)c1 | 0 | -5 | -2 | 2.3 | -2 | -20 | -5 | -12
Cc1onc(-c2ccccc2)c1C(=O)Nc1ccc(Cl)cn1 | 19 | 6 | -7 | 1.9 | 3 | 7 | 6 | 19
CCOC(=O)CC1C(=O)NCCN1S(=O)(=O)c1ccc(Cl)c(Cl)c1 (stereo unspecified) | -1 | -4 | -4 | . | 1 | . | . | -2

The order is random; any-hit rate near 2.1%.
